HCV inhibitor – blocks hepatitis C virus | Potency, µM (doses to about 41.8 µM), without a hit: top-dose activity change, negative = inhibition, usual class: inhibitors | Huh7.5.1 HCVcc-Cre infection, luciferase reporter, 44 h | hit rate 3.4% among 340,000; further: potency means the concentration at half of the fitted maximal effect
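Infectious HCVcc-Cre (~0.5 moi) was added to cells just after compound, with cells seeded 4 h earlier at 1,000 per well. Luciferase activity after 44 h culture reported infection; substrate was incubated 15 min at room temperature before reading.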
HCMV antiviral – blocks human cytomegalovirus replication. HFF cells, HCMV-luciferase reporter, 72 h; hits give low values. activity change, negative = inhibition, % at 57.5 µM. hit rate 4.5% among 410,000. AID 1259415; in the data active means activity change below about -60%; inconclusive means no clear call, values can overlap the other calls; inactive means above about -39%
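Two-dose cell screen: HFF monolayers treated with compounds and infected with luciferase-expressing HCMV at 1 PFU/cell, 72 h at 37C, then lysed for luciferase measurement.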
FBPA Giardia inh – Giardia lamblia aldolase inhibition. A8B2U2. purified Giardia FBPA. Potency, µM (highest dose often 59.6 µM), for inactives: top-dose activity, negative = inhibition, hits mostly inhibitors. hit rate 0.71% among 290,000. AID 2451; further: potency means the concentration at half of the fitted maximal effect; nearly all actives have a fitted effect of over 55% in size
Target sequence (A8B2U2 whole entry, looked up): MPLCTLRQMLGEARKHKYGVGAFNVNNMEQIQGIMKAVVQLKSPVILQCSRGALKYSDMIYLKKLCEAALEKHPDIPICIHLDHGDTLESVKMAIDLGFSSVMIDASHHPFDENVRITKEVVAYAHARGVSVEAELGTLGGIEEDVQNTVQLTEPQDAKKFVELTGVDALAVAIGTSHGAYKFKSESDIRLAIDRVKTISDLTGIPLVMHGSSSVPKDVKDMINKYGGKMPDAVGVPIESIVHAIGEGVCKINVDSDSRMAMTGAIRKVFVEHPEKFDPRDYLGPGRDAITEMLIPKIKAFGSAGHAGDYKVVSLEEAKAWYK
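40 nM FBPA preincubated 10 min at RT with compound (up to 57.5 uM final), then substrate plus GAPDH/TPI/NAD/arsenate coupling and diaphorase/resazurin added. Fluorescence read after 20 min at RT, 525/598 nm.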
AmpC inh no detg – blocks E. coli AmpC beta-lactamase in detergent-free assay. P00811. AmpC nitrocefin hydrolysis, absorbance 480 nm, 0.0001% Triton. Potency, µM (doses to about 57.1 µM), inactives show at the highest dose activity change, negative = inhibition, usual class: inhibitors. hit rate 0.52% among 330,000. AID 485341;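 further: potency means the concentration at half of the fitted maximal effect; plate controls were no compound for no effect and no enzyme for full effect; nearly all actives have a fitted effect of over 20% in size; some results filed as inactive show a strong effect at the top dose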
Target sequence (P00811 whole entry, looked up): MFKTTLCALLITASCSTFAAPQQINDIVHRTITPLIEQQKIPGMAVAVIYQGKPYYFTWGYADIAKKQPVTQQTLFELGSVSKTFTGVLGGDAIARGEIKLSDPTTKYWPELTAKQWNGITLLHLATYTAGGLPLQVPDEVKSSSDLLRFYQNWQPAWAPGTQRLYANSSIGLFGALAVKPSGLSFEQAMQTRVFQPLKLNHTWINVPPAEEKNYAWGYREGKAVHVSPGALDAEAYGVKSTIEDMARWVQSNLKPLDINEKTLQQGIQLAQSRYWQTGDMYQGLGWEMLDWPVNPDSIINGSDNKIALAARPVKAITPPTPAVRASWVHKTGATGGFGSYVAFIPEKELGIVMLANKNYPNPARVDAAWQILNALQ
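20 mM phosphate pH 7.0 + 0.01% (detergent screen) or 0.0001% Triton X-100; 5.3 nM AmpC reagent; cpd preinc 15 min RT; nitrocefin (800 uM stock) to start; A480 q20 s × 4 min; Activity was normalised to no-enzyme and no-compound control wells.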
AmpC inh detg – blocks E. coli AmpC beta-lactamase in detergent assay; P00811; AmpC hydrolysis of nitrocefin, absorbance 480 nm, 0.01% Triton; Potency, µM (doses to about 114 µM), without a hit: top-dose activity change, negative = inhibition, usual class: inhibitors; hit rate 0.041% among 370,000;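 further: potency means the concentration at half of the fitted maximal effect; 0% = no-compound wells and -100% = no-enzyme wells; nearly all actives have a fitted effect of over 25% in size; some results filed as inactive show a strong effect at the top dose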
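AmpC (5.3 nM in the dispensed reagent) in 20 mM phosphate pH 7.0 with 0.01% (detergent screen) or 0.0001% Triton X-100 was preincubated with compounds for 15 min at room temperature. Nitrocefin was then added from an 800 uM solution, and hydrolysis was followed at 480 nm.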
Sm TGR inh – inhibitors of Schistosoma mansoni thioredoxin glutathione reductase; Q962Y6; purified TGR, DTNB reduction, TNB absorbance 405 nm; Potency, µM (top dose mostly 114 µM), for inactives: at the highest dose activity change, negative = inhibition, usual class: inhibitors; hit rate 3% among 360,000; AID 485364; further: potency means the concentration at half of the fitted maximal effect; nearly all actives have a fitted effect of over 60% in size
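Kinetic colorimetric format: TGR-catalysed, NADPH-driven DTNB reduction monitored via TNB absorbance. Enzyme dispensed at 20 nM; compound exposure 15 min at room temperature before reaction start.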
* = called active by the depositor; ? = inconclusive; / = no result given; & = joins results of further samples; [ ] = remark or other dose. Unless noted, the call rests on the fitted dose curve; in most records, active means well fitted curve in the direction sought with a large enough effect; inconclusive means small, poorly fitted or top-dose-only effect, or another doubt; inactive means no such curve, though single readings can be large; an effect the other way counts as inactive or inconclusive. Unless noted, on the % scale 0 is the no-effect control and ±100 the full control effect.

Compound | HCV inhibitor | HCMV antiviral | FBPA Giardia inh | AmpC inh no detg | AmpC inh detg | Sm TGR inh
CCOC(=O)c1cc2ccc(OC)cc2oc1=O | 10% | -33 | 0% | -10% | -7% | -1%
CCc1cccc(NC(=O)CN2c3ccccc3S(=O)(=O)c3ccccc32)c1 | / | 32 | / | / | -5% | -4%
Cc1ccc(/C=C/C(=O)c2c(C)nc3ccccn23)cc1 | 9% | -88* | -8% | 31% | 3% | 10%
c1ccc(-n2ncc3c(N4CCN(CCOc5cccc6ccccc56)CC4)ncnc32)cc1 | 11% | -19 | -1% | 2% | -3% | -24%
O=C(O)CNS(=O)(=O)c1ccc2c(c1)C(=O)c1cc(S(=O)(=O)NCC(=O)O)ccc1-2 | 12% | 38 | 8% | -10% | -6% | 0%
CCCCCC(=O)Nc1cc2[nH]c(=O)cc(COC)c2cc1C | 0% | -5 | 4% | -21% | -3% | 13%
Cc1cccc(CSc2nnc(-c3cnccn3)n2C)c1 | 2% | 31 | 4% | 12% | -2% | 7%
CCOC(=O)c1c(N)sc2c(OC)c(Br)ccc12 | ? | -15 | 0% | / | -7% | -6%
C#CCOCCOCCOCCNc1nc(N2CCN(C(=O)Cn3cc(CCCCN)nn3)CC2)nc(N2CCN(C(=O)Cn3cc(CCCN=C(N)N)nn3)CC2)n1 | 15% | -31 | / | 34% | -3% | -12%
Cc1cnc(NC(=O)CN2CCN(c3ccccn3)CC2)s1 | ? | -97* | -3% | 1% | -15% | -5%
Cc1ccc(CSc2cc(C)[nH]c(=O)n2)cc1 | 17% | 32 | / | -32% | -1% | -2%
O=C(c1ccccc1)c1ccccc1C(=O)c1ccccc1 | ? | ? | -2%&-16% | -32%&-24% | -1%&7% | -18%&8%
NS(=O)(=O)c1cccc(NC(=O)COC(=O)c2cc([N+](=O)[O-])ccc2N2CCCC2)c1 | ? | 7 | / | -49% | / | /
COC(=O)C1=NNC(C(=O)c2ccco2)C1c1ccccc1 (centres undefined) | -8% | -17 | 0% | -12% | -15% | ?
CC(C)OCCCNC(=O)C(Cc1ccccc1)NS(=O)(=O)c1ccc2c(c1)CCC(=O)N2 (centres undefined) | 14% | 28 | / | -7% | 0% | 1%
O=C(Cn1c(=O)n(CC2CS2)c2ccccc21)N1CCCCC1 (centres undefined) | -6% | -89* | 1% | -8% | 3% | -35%
CCCCc1nc(SCC(=O)Nc2cccc(Cl)c2)n[nH]1 | -6% | -32 | / | -30% | 3% | 23%
COc1ccc(OC)c(C2C(C(=O)Nc3ccc(C)cc3C)=C(C)Nc3c(C(=O)Nc4ccc(F)cc4)cnn32)c1 (centres undefined) | / | 3 | / | / | -4% | 4%
CCc1ccc(OCCOCCN2CCN(C)CC2)cc1 | 7% | 8 | ? | 1% | 0% | 4%
Cc1cc(=O)oc2cc(NC(=S)NNC(=O)c3c(Cl)cnn3C)ccc12 | / | 21 | / | -26% | 8% | -21%
COc1cccc(C(=O)N(C)CC2CCN(CCc3cccc(C(F)(F)F)c3)CC2)c1 | ? | 29 | 9% | 52% | ? | 7%
CCn1c(C)c(C2=CCN(S(=O)(=O)c3ccc(C)cc3)CC2)c2ccccc21 | ? | -2 | -20% | -5% | -5% | ?
O=C(c1cccc([N+](=O)[O-])c1)N1CCN(S(=O)(=O)/C=C/c2ccccc2)CC1 | -13% | -3 | / | 47% | -16% | -15%
Cc1ccc(-n2cnc3cc(C(=O)NC4CCCCCC4)ccc32)c(C)c1 | / | -12 | / | / | 13% | -1%
CN(C)S(=O)(=O)c1cccc(NC(=O)COC(=O)/C=C/c2ccco2)c1 | -1% | -6 | 0% | -16% | -9% | ?
Cc1csc(=O)n1CC(=O)OCC(=O)NNC(=O)c1ccc([N+](=O)[O-])cc1 | 38%[activator] | -13 | / | -21% | ? | -16%
CCCOc1ccc(-c2nn(-c3ccccc3)cc2/C=C2\SC(=S)N(C3CCS(=O)(=O)C3)C2=O)cc1 (centres undefined) | -13% | -11 | 9% | -6% | -9% | 7%
COc1ccc(-n2c(=S)[nH]c(=O)c3cccnc32)cc1 | 11% | 21 | -18% | -11% | -5% | 18µM*
O=C(CSc1nnc(Cc2ccccc2)o1)c1ccc(F)cc1 | -3% | ? | 1% | -33% | 4% | -13%
COC(=O)C1CN(C(=O)COc2ccc(Cl)cc2Cl)c2ccccc2O1 (centres undefined) | 11% | 80 | 6% | 1% | 4% | 3%
CCOC(=O)CNC(=O)C1c2ccccc2C(=O)N(c2ccc(OC)cc2)C1c1ccc(OC)cc1 (centres undefined) | -20% | 21 | -2% | 171%[activator] | -3% | 7%
CC(Nc1nc(N2CCCCC2)nc2ccccc12)c1ccccc1 (centres undefined) | ? | -36 | 2% | 22% | 4% | -11%
Cc1cc(OCC(=O)Nc2ccc(S(=O)(=O)N3CCN(C)CC3)cc2)ccc1Br | ? | -35 | 6% | 194%[activator] | 3% | -16%
C/C(=N\NC(=O)c1cc(C(C)(C)C)[nH]n1)C12CC3CC(CC(C3)C1)C2 | 6% | -12 | 2% | -26% | 3% | 21%
CCOc1ccc(Cl)cc1CSc1n[nH]c(CC)n1 | 11µM* | -34 | -11% | -19% | -2% | -2%
Cc1ccc(NC2CCCN(C(=O)c3ccc4[nH]ccc4c3)C2)cc1C (centres undefined) | 11% | 7 | -6% | 6% | ? | -3%
CCOc1ccc(NS(=O)(=O)c2cc(C(=O)N3CC(C)OC(C)C3)ccc2C)cc1 (centres undefined) | 3% | -21 | / | -11% | -15% | 1%
CCOc1ccc(C(=O)NCCn2cc(SCC(=O)Nc3ccc4c(c3)OCCO4)c3ccccc32)cc1 | / | -9 | / | / | 0% | 1%
Cc1ccnc(NC(=O)C23CC4CC(CC(C4)C2)C3)c1 | -13% | 46 | -2% | -28% | -11% | 4%
O=C(CCC(=O)c1ccc(F)cc1)NN1C(=O)NC2(CCCCC2)C1=O | 0% | -9 | / | -15% | -16% | -17%

Looked up by structure from the entries so far:
Compound | HCV inhibitor | HCMV antiviral | FBPA Giardia inh | AmpC inh no detg | AmpC inh detg | Sm TGR inh
C#CCOCCOCCOCCNc1nc(N2CCN(C(=O)Cn3cc(CCCCN)nn3)CC2)nc(N2CCN(C(=O)Cn3cc(CCCN=C(N)N)nn3)CC2)n1 | 15% | -31 | / | 34% | -3% | -12%
Cc1cc(OCC(=O)Nc2ccc(S(=O)(=O)N3CCN(C)CC3)cc2)ccc1Br | ? | -35 | 6% | 194%[activator] | 3% | -16%

(continued)
Compound | HCV inhibitor | HCMV antiviral | FBPA Giardia inh | AmpC inh no detg | AmpC inh detg | Sm TGR inh
O=S(=O)([O-])CCC[n+]1c(SCCCS(=O)(=O)O)sc2ccc(Cl)cc21 | 14% | -28 | -12% | -11% | ? | -18%
O=C(Cn1nnc2ccccc2c1=O)NCCc1ccc(Cl)cc1Cl | 3% | 10 | -1% | -29% | -5% | -6%
Cc1nc2ccccc2c(=O)n1/N=C/c1cc(Br)ccc1O | ? | 23 | -7% | -29% | 5% | 0%
CC(C)Cc1cc(C(=O)N2CCC(N3CCC(C(=O)NC4CC4)CC3)CC2)n[nH]1 | 17% | ? | 0% | -16% | -1% | 0%
CNC(=S)N/N=C/c1ccc(N2CCOCC2)s1 | 13% | 27 | 13µM* | -8%[11.4 µM] | ? | 28µM*
O=C1C(=O)N(Cc2cccnc2)C(c2cccc(Br)c2)/C1=C(/O)c1ccc2c(c1)OCO2 (centres undefined) | 5% | 2 | / | -24% | 17% | -27%
CC(=O)Nc1ccccc1NC(=O)c1ccc(C)c(C)c1 | 0% | 12 | 0% | -2%[2.29 µM] | -10% | 1%
Cc1ccc(CN(CC(=O)NCCc2ccccc2)C(=O)CCCC(=O)Nc2cc(C)on2)cc1 | ? | 36 | 7% | 45% | 9% | -8%
COc1ccc(N(CC(=O)NCCSCc2ccco2)S(=O)(=O)c2ccc(C)cc2)cc1 | ? | -36 | 1% | -13% | -5% | 28µM*
CC(C)(C)c1ccc(-c2nc3[nH]c(=O)cc(NC(=O)c4ccco4)n3n2)cc1 | 25% | 20 | / | -34% | -2% | -4%
Nc1cc(N)nc(SCC(=O)Nc2cccc(S(=O)(=O)N3CCCCC3)c2)n1 | 0% | -9 | / | 25µM* | -17% | 2%
COc1cccc(CC(=O)Nc2sc3c(c2C(N)=O)CCCC3)c1 | ? | -20 | -4% | -24% | -6% | -21%
Cc1cc(NC(=O)COC(=O)c2cc(S(=O)(=O)N3CCOCC3)ccc2N2CCCCC2)no1 | 14% | -38 | 1% | 19% | 0% | 4%
CCn1nnnc1SCC(=O)Nc1ccc2c(c1)OCO2 | -1% | 0 | -2% | -21% | 1% | 1%
Cc1cc(C)cc(OCC(=O)NCC2(N(C)C)CCCCC2)c1 | / | 0 | / | / | -3% | 2%
CCN1CCN(C(=S)Nc2ccc3nc(N4CCN(CC)CC4)cc(C)c3c2)CC1 | 13µM* | -40 | 7% | -2% | -11% | -6%
Cc1ccsc1/C=N/NC(=O)c1ccccn1 | 29% | 139 | 1% | -15% | -4% | -9%
CC(C)CCNC(=O)Cn1c(-c2cccs2)cc2cc(F)ccc21 | / | 10 | / | / | 8% | 5%
O=C(O)c1cc(-c2ccccc2)nc2ccccc12 | -6%[8.37 µM] | -38 | 1%&0% | -13%&-50% | -4%&-8% | 11%&11%
COc1cccc(C2c3c(oc4ccc(F)cc4c3=O)C(=O)N2CCN2CCOCC2)c1OC (centres undefined) | -1% | 20 | -1% | 30% | ? | -23%
CCOc1ccc2nc(Cl)c(C3CC(c4ccco4)=NN3S(=O)(=O)c3ccccc3)cc2c1 (centres undefined) | ? | 28 | -6% | -1% | -9% | -11%
Cc1ccc(SCc2[nH]nc3c2C(C(C)C)C(C#N)=C(N)O3)cc1 (centres undefined) | -4% | -7 | -3% | -36% | ? | -21%
COCCN(C(=O)c1sc2ccccc2c1Cl)c1c(N)n(CC(C)C)c(=O)[nH]c1=O | 9% | -13 | / | 3% | -8% | -23%
CCOc1c(C)cnc2c1c(=O)n(CC(=O)NCC1CCCO1)c(=O)n2C (centres undefined) | 17% | -23 | / | -17% | ? | -1%
CC(=O)Nc1ccnc(-c2cccnc2)n1 | -7% | 5 | 12% | -5% | -12% | 2%
COC(=O)CN1C(=O)[C@H]2[C@@H](c3ccc(C)o3)N3C(=O)CN(Cc4ccccc4)C(=O)[C@@]3(Cc3ccccc3)[C@H]2C1=O | 20% | 0 | 4% | 66%[activator] | -8% | ?
CC(Oc1ccccc1)C(=O)N1CCc2ccccc2C1 (centres undefined) | 4% | 20 | 4% | 1% | ? | 6%
Cc1ccc(OCC(=O)Nc2cc(-c3cccc(C)c3)nn2-c2ccccc2)cc1 | / | 88 | / | / | 19% | 10%
CC1(C)Cc2c(cnn2-c2ccccc2)C(NC(=O)CCCN2CCCC2=O)C1 (centres undefined) | 2% | 11 | -4% | 25% | ? | -26%

Screening results as filed in PubChem.
